Source: PubChem BioAssay (National Center for Advancing Translational Sciences (NCATS))
Pf growth 48h = Primary qHTS for delayed death inhibitors of the malarial parasite plastid, 48 hour incubation; Potency, µM (series often up to 28.7 µM), for inactives: top-dose activity change, negative = inhibition, most hits filed as inhibitors; P. falciparum luciferase growth in erythrocytes, 48 h; actives 5.9% (n = 310,000)
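Luminescence readout; reporter = integrated firefly luciferase in P. falciparum. RBC culture at 2% hematocrit, 0.1% parasitemia final, 37 C/5% CO2; decreased signal taken as growth inhibition.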
Pf growth 96h = Primary qHTS for delayed death inhibitors of the malarial parasite plastid, 96 hour incubation; P. falciparum luciferase reporter growth, 96 h; Potency, µM (highest dose often 28.7 µM), for the others: at the top dose activity change, negative = inhibition, hits mostly inhibitors; actives 6.9% (n = 320,000); AID 504834, 2011
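Cell-based qHTS: luciferase-tagged P. falciparum in erythrocytes (2% hematocrit, 0.05% parasitemia final) incubated with compounds for 96 hours, 37 C, 5% CO2; luciferase detection reagent then added and luminescence measured.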
TbPYK inhibitor = qHTS of Trypanosoma Brucei Inhibitors; pyruvate kinase (Trypanosoma brucei), Q57TT1; TbPYK enzyme, Kinase-Glo Plus ATP luminescence, 45 min; Potency, µM (highest dose often 76.8 µM), inactives show at the top dose activity, negative = inhibition, usual class: inhibitors; actives 0.12% (n = 410,000); AID 624173, 2012; also: nearly all actives have a fitted effect of over 50% in size
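Glycolytic pyruvate kinase of T. brucei was incubated with substrate, test compound and 130 uM ADP for 45 minutes at room temperature. Luminescent Kinase-Glo Plus signal was measured after 10 minutes.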
LmPK inhibitor = qHTS Assay for Inhibitors of Leishmania Mexicana Pyruvate Kinase (LmPK); Q27686; purified LmPK, Kinase-Glo ATP luminescence, 1 h; Potency, µM (series often up to 57.5 µM), without a hit: at the highest dose activity change, negative = inhibition, actives largely listed as inhibitors; actives 0.37% (n = 290,000)
Target sequence (Q27686 whole entry, looked up): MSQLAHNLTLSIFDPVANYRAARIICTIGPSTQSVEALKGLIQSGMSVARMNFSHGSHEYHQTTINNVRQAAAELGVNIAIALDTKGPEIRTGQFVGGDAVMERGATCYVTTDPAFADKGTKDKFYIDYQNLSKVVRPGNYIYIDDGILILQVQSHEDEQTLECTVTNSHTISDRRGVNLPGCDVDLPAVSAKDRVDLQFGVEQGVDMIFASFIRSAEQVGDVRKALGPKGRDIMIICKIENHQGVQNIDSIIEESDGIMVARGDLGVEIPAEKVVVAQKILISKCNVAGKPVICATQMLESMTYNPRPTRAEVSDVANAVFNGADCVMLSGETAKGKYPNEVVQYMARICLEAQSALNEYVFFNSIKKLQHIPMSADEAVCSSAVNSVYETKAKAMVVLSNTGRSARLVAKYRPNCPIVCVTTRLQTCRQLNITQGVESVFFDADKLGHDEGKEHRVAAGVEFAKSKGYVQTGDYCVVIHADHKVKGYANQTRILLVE
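Kinase-Glo luminescence read after 1 h RT reaction of 0.1 nM LmPK with 0.5 mM PEP and 0.1 mM ADP. Activity scaled between uninhibited and enzyme-free controls.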
HCV inh = qHTS Assay for Inhibitors of Hepatitis C Virus (HCV); actives 3.4% (n = 340,000); AID 651820, 2012; Potency, µM (highest dose often 41.8 µM), for inactives: at the highest dose activity change, negative = inhibition, actives largely listed as inhibitors; Huh7.5.1 HCVcc-Cre infection, luciferase reporter, 44 h
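Antiviral activity was scored by luciferase reporter output from cells infected with HCVcc-Cre (~0.5 moi) in presence of compound, 44 h infection period, cells seeded 1,000/well 4 h prior.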
Sm TGR block = qHTS Assay for the Inhibitors of Schistosoma Mansoni Peroxiredoxins | Schistosoma mansoni thioredoxin glutathione reductase (TGR), Q962Y6 | purified TGR, DTNB reduction, TNB absorbance 405 nm | Potency, µM (highest dose often 114 µM), without a hit: at the top dose activity change, negative = inhibition, hits mostly inhibitors | actives 3% (n = 360,000); also: nearly all actives have a fitted effect of over 60% in size
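Kinetic colorimetric format: TGR-catalysed, NADPH-driven DTNB reduction monitored via TNB absorbance. Enzyme dispensed at 20 nM; compound exposure 15 min at room temperature before reaction start.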
The depositor's hits bear a star; ? = inconclusive; . = not tested or not shown; [ ] = another dose, or the depositor's remark. Calls follow the shape of the dose curve; as a rule, active = well fitted curve in the direction sought with a large enough effect; inconclusive = small, poorly fitted or top-dose-only effect, or another doubt; inactive = no such curve, though single readings can be large; an effect the other way counts as inactive or inconclusive. % is scaled to controls: 0 for no effect and ±100 for the full control effect; potency is read from the fitted curve at half-maximal effect. The order is random. About 16% of those tested had a hit in this group.

#1 CC(=O)NCc1ccc(C(=O)CSc2nnc(-c3ccncc3)n2Cc2ccccc2)o1
#2 COCCNC(=S)N(Cc1cc2cc(C)ccc2n2nnnc12)C1CCCC1
#3 Cc1ccc(NC(=O)CN(C(=O)N2CCN(C)CC2)S(=O)(=O)c2ccc(C)cc2)cc1
#4 CC(=O)Oc1ccc(N(c2ccccc2)S(=O)(=O)c2ccc(C)cc2)cc1
#5 O=C(O)c1ccc(CSc2ccccn2)cc1
#6 CC(C)Cn1c(N)c(C(=O)COC(=O)CCc2nc3ccccc3c(=O)[nH]2)c(=O)n(C)c1=O
compound no. | 1 | 2 | 3 | 4 | 5 | 6
Pf growth 48h | 5% | -29% | 2% | 1% | 1% | ?
Pf growth 96h | -22% | -13% | 18% | 17% | 12% | 2%
TbPYK inhibitor | ? | -9% | 2% | 8% | -2% | -8%
LmPK inhibitor | 3% | 0% | . | 12% | -15% | .
HCV inh | -14% | -1% | 34%[activator] | ? | 4% | -4%
Sm TGR block | 35µM* | 0% | 3% | 10% | 15% | -12%

#7 O=C(Nc1nc(-c2ccc(F)cc2)cs1)C1CCN(C(=O)c2ccc(F)cc2)CC1
#8 O=C(c1cccs1)N1CCN(Cc2ccncc2)CC1
#9 CCOC(=O)Cc1csc(NC(=O)CCS(=O)(=O)Cc2ccccc2)n1
#10 CCN(CC)C(=O)CSc1n[nH]c(=O)n1CCc1ccccc1
#11 O=S(N1CCCCCC1)C12CC3CC(CC(C3)C1)C2 (stereo unspecified)
#12 COc1ccc(/C=C/C(=O)NCCN2CCOCC2)cc1OC
compound no. | 7 | 8 | 9 | 10 | 11 | 12
Pf growth 48h | ? | 2% | 0% | -2% | 10% | 33%[activator]
Pf growth 96h | 6.6µM* | -9% | -17% | 0% | 5% | -6%
TbPYK inhibitor | -4% | 13% | 1% | -2% | -1% | -14%
LmPK inhibitor | . | -1% | -1% | -1% | -1% | 11%
HCV inh | ? | -1% | -17% | 14% | 8% | -5%
Sm TGR block | -7% | 4% | 20µM* | 8% | 4% | 0%

3 entries from above, arranged by SMILES length, ascending.
#10 CCN(CC)C(=O)CSc1n[nH]c(=O)n1CCc1ccccc1
#9 CCOC(=O)Cc1csc(NC(=O)CCS(=O)(=O)Cc2ccccc2)n1
#7 O=C(Nc1nc(-c2ccc(F)cc2)cs1)C1CCN(C(=O)c2ccc(F)cc2)CC1
compound no. | 10 | 9 | 7
Pf growth 48h | -2% | 0% | ?
Pf growth 96h | 0% | -17% | 6.6µM*
TbPYK inhibitor | -2% | 1% | -4%
LmPK inhibitor | -1% | -1% | .
HCV inh | 14% | -17% | ?
Sm TGR block | 8% | 20µM* | -7%

(next part)
#13 CN(C(=O)Oc1ccc(Cl)c2cccnc12)c1ccccc1
#14 CC1CN(C(=O)COC(=O)c2cccs2)CC(C)O1 (stereo unspecified)
#15 CCOC(=O)N1C=CC=C[C@@H]2[C@@H](N3C(=O)c4ccccc4C3=O)C(=O)N21
#16 CCCOC(=O)c1ccccc1C(=O)OCCC
#17 CCc1cc(C(c2ccccn2)N2CCN(C)CC2)c(NC(=O)c2ccccc2)s1 (stereo unspecified)
#18 CC(=O)c1ccc(NC(=O)C2(S(=O)(=O)c3ccccc3)CC2)cc1
compound no. | 13 | 14 | 15 | 16 | 17 | 18
Pf growth 48h | ? | 5% | -9% | 14% | ? | 14%
Pf growth 96h | -27% | -4% | 17% | 39%[activator] | ? | 0%
TbPYK inhibitor | -5% | -5% | -15% | 0% | 6% | 11%
LmPK inhibitor | 1% | 1% | 2% | . | -7% | 1%
HCV inh | -6% | -1% | 4% | -1% | ? | 9%
Sm TGR block | -12% | -1% | ? | 2% | 11µM* | 2%

#19 O=C(c1ccccc1)c1ccc(NCCCn2ccnc2)c([N+](=O)[O-])c1
#20 O=S(=O)(F)c1ccc2nc(-c3cccc(Sc4ccccc4)c3)cc(Cl)c2c1
#21 O=C(NCc1cccc(C(F)(F)F)c1)c1cccc(S(=O)(=O)NCc2ccccc2)c1
#22 O=S(=O)(c1ccc(NC(=S)N2CCN(c3ccccc3F)CC2)cc1)N1CCOCC1
#23 COC(=O)C1=C(N)c2c(F)cccc2C1(C#N)c1ccc(F)cc1 (stereo unspecified)
#24 O=C(CSc1nnc(-c2cc3ccccc3cc2O)n1Cc1ccco1)c1ccc(F)cc1
compound no. | 19 | 20 | 21 | 22 | 23 | 24
Pf growth 48h | ? | -9% | -18% | 9%[5.75 µM] | . | .
Pf growth 96h | 12µM* | 10% | -2% | -16% | ? | ?
TbPYK inhibitor | -1% | -3% | 25% | -12% | 3% | -9%
LmPK inhibitor | -7% | 2% | 1% | -4% | 8% | 9%
HCV inh | 35µM* | 12% | ? | ? | 13% | 16µM*
Sm TGR block | -5% | -6% | 6% | 7% | 8% | -33%

#25 O=S(=O)(Nc1cccnc1)c1cccs1
#26 COc1ccc(NS(=O)(=O)c2cccs2)c(OC)c1
#27 CCC(=O)N1CCN(c2ccc(NC(=S)NC(=O)COc3ccccc3)cc2)CC1
#28 COc1ccc([N+](=O)[O-])cc1NC(=O)C1CCCO1 (stereo unspecified)
#29 CCc1ccccc1NC(=S)N(CCN(C)C)C(C)c1cccnc1 (stereo unspecified)
#30 CCCSC1C(C)=C(C)C(=O)N1Cc1ccccc1 (stereo unspecified)
compound no. | 25 | 26 | 27 | 28 | 29 | 30
Pf growth 48h | . | -8% | -10% | 4% | 22% | 15%
Pf growth 96h | -3% | 52%[activator] | 15µM* | -16% | ? | ?
TbPYK inhibitor | -1% | -6% | 1% | -5% | 0% | 5%
LmPK inhibitor | 2% | 0% | 12% | -3% | 11% | -1%
HCV inh | -1% | 7% | -3% | -29% | 11% | 4%
Sm TGR block | 3% | -1% | ? | 6% | 3% | ?

#31 O=C(COC(=O)CCc1c[nH]c2ccccc12)Nc1ccccc1
#32 CC(OC(=O)c1ccc(Cl)nc1)C(=O)Nc1ccc2c(c1)OCO2 (stereo unspecified)
#33 CC(=O)c1cccc(N2C(=O)Nc3ccccc3N2O)c1
#34 O=C(Nc1cccc(S(=O)(=O)NC2=NCCCCC2)c1)c1ccc(Cl)cc1
#35 COCc1cc(C)nc(N)c1C#N
#36 Cc1ccccc1/C(N)=N/OC(=O)c1ccc(F)cc1
compound no. | 31 | 32 | 33 | 34 | 35 | 36
Pf growth 48h | 18% | 2% | 4% | -7% | 9% | -39%
Pf growth 96h | 26% | 3% | 29% | ? | -27% | ?
TbPYK inhibitor | -1% | 0% | -1% | 0% | 1% | -12%
LmPK inhibitor | . | . | 0% | . | -2% | 16µM*
HCV inh | 15% | 1% | 24% | ? | 25% | ?
Sm TGR block | 1% | -18% | -6% | -3% | 0% | -3%

Reformatted field by field: 2 of the compounds above.
33	CC(=O)c1cccc(N2C(=O)Nc3ccccc3N2O)c1
  Pf growth 48h: 4%	Pf growth 96h: 29%	TbPYK inhibitor: -1%	LmPK inhibitor: 0%	HCV inh: 24%	Sm TGR block: -6%
34	O=C(Nc1cccc(S(=O)(=O)NC2=NCCCCC2)c1)c1ccc(Cl)cc1
  Pf growth 48h: -7%	Pf growth 96h: ?	TbPYK inhibitor: 0%	LmPK inhibitor: .	HCV inh: ?	Sm TGR block: -3%

Part of the list above, with two lines to a compound:
Results follow in this order: Pf growth 48h, Pf growth 96h, TbPYK inhibitor, LmPK inhibitor, HCV inh, Sm TGR block
(33) CC(=O)c1cccc(N2C(=O)Nc3ccccc3N2O)c1
→ 4%, 29%, -1%, 0%, 24%, -6%
(34) O=C(Nc1cccc(S(=O)(=O)NC2=NCCCCC2)c1)c1ccc(Cl)cc1
→ -7%, ?, 0%, ., ?, -3%

(next part)
#37 COc1ccc(C)cc1NC(=O)c1c([N+](=O)[O-])cnn1C
#38 Cc1ccc(CNC(=O)c2cn(C)c(=O)c3c2c2ccccc2n3C)o1
#39 CCOc1cccc(C(=O)NNC(=O)C2C3C=CC(C3)C2C(=O)O)c1 (stereo unspecified)
#40 CCc1ccc(Nc2nnc(SCC(=O)Nc3cccc(S(=O)(=O)NC4=NCCCCC4)c3)s2)cc1
#41 CCN(Cc1cc2ccccc2[nH]c1=O)S(=O)(=O)c1ccc(OC)cc1
#42 CC(C)NC(=S)NN=C1CCC(c2ccccc2)CC1 (stereo unspecified)
compound no. | 37 | 38 | 39 | 40 | 41 | 42
Pf growth 48h | 7% | . | 10% | 17% | 23% | 6%
Pf growth 96h | 7% | . | 17% | ? | -14% | ?
TbPYK inhibitor | -8% | -27% | 3% | -15% | -3% | -5%
LmPK inhibitor | 0% | 2% | -1% | 2% | 6% | 7%
HCV inh | 2% | -14% | 5% | ? | ? | 9%
Sm TGR block | -7% | 22µM* | 4% | 1% | -27% | -2%

#43 O=C(Nc1ccc(Cl)cc1)C(c1ccccc1)N(CCO)CCO (stereo unspecified)
#44 O=C(COc1ccccc1)Nc1ccccc1Cl
#45 COc1ccccc1NC(=O)CN1CCN(S(=O)(=O)c2ccc(Br)cc2)CC1
#46 Fc1ccc(CSc2nnc(-c3cccs3)o2)cc1
#47 O=C(Nc1nc(-c2cccnc2)cs1)c1ccc(S(=O)(=O)N2CCOCC2)cc1
#48 Cc1nc(-c2cccc(S(=O)(=O)N3CC(C)OC(C)C3)c2)cs1 (stereo unspecified)
compound no. | 43 | 44 | 45 | 46 | 47 | 48
Pf growth 48h | 4% | 103%[activator] | ? | 194%[activator] | 25% | -9%
Pf growth 96h | 37%[activator] | ? | 31%[activator] | . | 11% | ?
TbPYK inhibitor | 4% | -3% | 0% | -6% | -16% | -7%
LmPK inhibitor | 2% | -7% | 7% | 2% | 2% | 1%
HCV inh | -11% | 10% | ? | 1% | -5% | -13%
Sm TGR block | -14% | -25% | -5% | 1% | 4% | -5%

#49 Cn1c(=O)cc(NCc2ccccc2)[nH]c1=O
#50 Cc1ccc(-n2ncc3c(NCc4ccco4)ncnc32)c(C)c1
#51 Cc1ccc(NC(=O)CN2C(=O)S/C(=C/c3ccc(-c4cccc(C(=O)O)c4)o3)C2=O)cc1
#52 CC(=O)Nc1ccc(NC(=O)CSc2nnc(COc3ccccc3C)n2CC2CCCO2)cc1 (stereo unspecified)
#53 N=C1C(c2nc3ccccc3[nH]2)=C(O)CN1NC(=O)COc1cccc(F)c1
#54 c1ccc(OCc2nc3c4c(ncn3n2)-c2ccccc2CC42CCCC2)cc1
compound no. | 49 | 50 | 51 | 52 | 53 | 54
Pf growth 48h | 10% | -12% | 49%[activator] | -26% | 8% | 13µM*
Pf growth 96h | ? | ? | 6% | -32% | -17% | -4%
TbPYK inhibitor | -5% | 0% | -10% | 3% | . | -5%
LmPK inhibitor | -15% | 2% | 0% | -7% | -1% | 0%
HCV inh | 6% | -2% | 20% | 7% | 4% | ?
Sm TGR block | 8% | 40µM* | . | 5% | 3% | 4%

#55 C=CCC1(C)C(=O)N(c2ccccc2)c2ccccc21 (stereo unspecified)
#56 Cc1noc(C)c1COC(=O)CCCc1nc2ccccc2s1
#57 COc1ccc(/C(C)=N/NC(=O)c2cc(C)[nH]n2)c(OC)c1
#58 CCOC(=O)c1ccc(-n2c(CN(CC)CC)nc3ccc([N+](=O)[O-])cc3c2=O)cc1
compound no. | 55 | 56 | 57 | 58
Pf growth 48h | -10% | -18% | -19% | ?
Pf growth 96h | ? | 5.2µM* | ? | ?
TbPYK inhibitor | 3% | 0% | 3% | -5%
LmPK inhibitor | 0% | 4% | -3% | 13%[11.5 µM]
HCV inh | 1% | 20% | 10% | -26%
Sm TGR block | 5% | 5% | 6% | 11µM*
